High-throughput results as filed in PubChem.
Mtb UGM inh: M. tuberculosis UGM enzyme inhibitors, primary screen, biochemical, fluorescence polarization, single point. 320,000 tested, 0.06% active. AID 504406, 2011. purified UGM, fluorescence polarization probe displacement. inhibition, % at 10 µM. UDP-galactopyranose mutase (Mycobacterium tuberculosis (strain ATCC 25618 / H37Rv)), …; in the data active means inhibition above about 10%, passing the limit was not always enough; inconclusive means no clear call, values can overlap the other calls
Target sequence (P9WIQ1 whole entry, looked up): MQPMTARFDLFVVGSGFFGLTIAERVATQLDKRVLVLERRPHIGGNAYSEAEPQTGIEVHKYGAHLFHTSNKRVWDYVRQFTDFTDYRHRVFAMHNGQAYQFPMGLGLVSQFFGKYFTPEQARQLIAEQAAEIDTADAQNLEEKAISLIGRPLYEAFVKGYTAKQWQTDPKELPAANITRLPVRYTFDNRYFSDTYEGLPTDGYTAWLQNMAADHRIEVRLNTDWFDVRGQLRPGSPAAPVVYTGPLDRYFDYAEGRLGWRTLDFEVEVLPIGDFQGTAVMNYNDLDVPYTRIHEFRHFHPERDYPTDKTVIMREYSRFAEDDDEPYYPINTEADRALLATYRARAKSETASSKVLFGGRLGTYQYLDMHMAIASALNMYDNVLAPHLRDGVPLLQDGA
GDH-TPI counter: GDH-TPI coupling enzyme inhibitors, primary screen, artefact control for M. tuberculosis FBA inhibitor project, biochemical, absorbance, full deck; GDH-TPI coupled enzyme counterscreen, NADH absorbance; 360,000 tested, 1.2% active; inhibition, % at 4.8 µM;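 further: 0% = DMSO wells and 100% = wells lacking the enzyme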
CCHFV vOTU inh: CCHFV vOTU protease inhibitors, primary screen, biochemical, Pep-AMC substrate, fluorescence; inhibition, % at 11.5 µM; AID 651958, 2012; 370,000 tested, 0.55% active; Crimean-Congo hemorrhagic fever virus L polyprotein viral ovarian tumor (vOTU) protease …; further: 0% = vehicle wells with enzyme and 100% = no enzyme wells
BoNT F protease: BoNT/F light chain protease inhibitors, primary screen, biochemical, flow cytometry, MLPCN library | Botulinum neurotoxin type F light chain protease (Clostridium botulinum) | Multiplex microsphere protease cleavage assay | inhibition, % at 10 µM | 360,000 tested, 0.22% active; in the data active means inhibition above about 35%, passing the limit was not always enough; inconclusive means no clear call, values can overlap the other calls; further: plate controls were buffer without enzyme for full effect and enzyme alone for no effect
BoNT A protease: BoNT/A light chain protease inhibitors, primary screen, biochemical, flow cytometry, MLPCN library. inhibition, % at 10 µM. 360,000 tested, 0.17% active. multiplex microsphere protease substrate cleavage. Botulinum neurotoxin type A light chain protease (Clostridium botulinum A str. ATCC 3502); in the data active means inhibition above about 30%; inconclusive means no clear call, values can overlap the other calls; further: plate controls were buffer without enzyme for full effect and enzyme alone for no effect
FadD28 binding: inhibitors of FadD28 bisubstrate probe binding, primary screen, biochemical, fluorescence polarization, single point; inhibition, % at 12.5 µM; Mycobacterium tuberculosis FadD28 fatty-acid-AMP ligase; 360,000 tested, 0.22% active; in the data active means inhibition above about 8.5%, passing the limit was not always enough; inconclusive means no clear call, values can overlap the other calls
FBA Mtb inh: Mtb FBA enzyme inhibitors, primary screen, biochemical, fluorescence, strain H37Rv | Fructose-bisphosphate aldolase (Mycobacterium tuberculosis (strain ATCC 25618 / H37Rv)), … | purified M. tuberculosis FBA, fluorescence read-out | inhibition, % at 1 µM | 360,000 tested, 2.3% active; in the data active means inhibition above about 27%;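 further: 0% = vehicle and 100% = reference inhibitor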
Target sequence (P9WQA3 whole entry, looked up): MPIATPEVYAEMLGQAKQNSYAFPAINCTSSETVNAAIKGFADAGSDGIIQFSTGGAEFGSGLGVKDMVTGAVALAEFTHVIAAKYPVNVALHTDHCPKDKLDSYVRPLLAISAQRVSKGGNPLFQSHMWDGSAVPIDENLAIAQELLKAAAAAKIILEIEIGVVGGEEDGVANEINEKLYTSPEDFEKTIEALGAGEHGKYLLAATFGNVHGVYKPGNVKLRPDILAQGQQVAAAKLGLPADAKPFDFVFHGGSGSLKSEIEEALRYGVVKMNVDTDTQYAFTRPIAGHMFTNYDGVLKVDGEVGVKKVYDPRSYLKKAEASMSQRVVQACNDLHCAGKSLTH
PrPC TRFRET: inhibitors of human cell surface prion protein PrPC, primary screen, cell-based, TR-FRET; TR-FRET read-out; inhibition, % at 13.8 µM; 370,000 tested, 0.43% active; in the data active means inhibition above about 24%; further: 0% = median of the test wells and 100% = reference compound wells
BioA inh: M. tuberculosis BioA enzyme inhibitors, primary screen, biochemical, plate reader, single point, HTS; 7,8-diaminopelargonic acid synthase BioA (Mycobacterium tuberculosis); 360,000 tested, 0.096% active; purified M. tuberculosis BioA enzyme; inhibition, % at 9.99 µM; in the data active means inhibition above about 40%; inconclusive means no clear call, values can overlap the other calls
The depositor's hits bear a star; ? = inconclusive; · = not tested or not shown. Unless noted, no stated cut-off is given here; in the data, active means inhibition above about 30%; inactive means the rest.

Letters – A = Mtb UGM inh; B = GDH-TPI counter; C = CCHFV vOTU inh; D = BoNT F protease; E = BoNT A protease; F = FadD28 binding; G = FBA Mtb inh; H = PrPC TRFRET; I = BioA inh
> Cc1cc(C)cc(OCc2nc(-c3cccnc3)no2)c1
  A: -3.2; B: 13.4; C: 0.6; D: -3.2; E: -1.0; F: -2.9; G: -0.5; H: 13.8; I: ·
> CCc1ccc(CC2S/C(=C(\C#N)C(C)=O)NC2=O)cc1 (configuration not stated)
  A: 1.7; B: 26.8; C: 7.2; D: 6.0; E: -0.6; F: -2.2; G: -3.6; H: -0.9; I: -1.1
> CCOc1ccc(C(C(=O)NCC2CCCO2)N(Cc2ccccc2)C(=O)c2snc(C(N)=O)c2N)cc1 (configuration not stated)
  A: -1.2; B: 0.4; C: -5.5; D: 4.5; E: 0.1; F: ·; G: 6.7; H: -13.2; I: 2.0
> CC(C)C[C@H]1CN=C(Nc2ccccc2)N1CCC(C)c1ccccc1 (some centres not stated)
  A: 2.7; B: -8.3; C: 6.9; D: -2.5; E: -0.8; F: -3.8; G: -1.6; H: -0.6; I: 3.5
> C/C(Cc1ccccc1)=N\NC(=O)C1CCCCC1
  A: -2.3; B: 8.5; C: 6.1; D: 1.7; E: -0.4; F: -4.2; G: -0.9; H: 1.7; I: -1.4
> COC(=O)[C@]12CCCCC=C1N(Cc1ccc(Cl)cc1Cl)C(=O)[C@H](CC(=O)N1CCC(c3ccccc3)CC1)C2
  A: ·; B: ·; C: 16.9; D: 6.7; E: 0.3; F: ·; G: ·; H: -3.8; I: ·
> CC(c1ccccc1)C1CC(=O)N(CC(=O)O)C1=O (configuration not stated)
  A: -2.0; B: 4.6; C: -4.7; D: -5.8; E: -0.6; F: 1.4; G: 0.8; H: -5.5; I: -0.3
> CN(CCOc1cccc(C(F)(F)F)c1)Cc1ccccc1
  A: -0.5; B: -1.2; C: -7.5; D: 0.7; E: -0.9; F: -3.3; G: 4.4; H: 8.8; I: ·
> COc1cc(CC(=O)N(C)CC(=O)Nc2cc(C)ccc2C)cc(OC)c1OC
  A: -2.9; B: 3.1; C: -1.2; D: -2.1; E: 0.6; F: -0.6; G: -0.1; H: -5.0; I: 0.1
> COc1cc(C(=O)Nc2cc(C(F)(F)F)ccc2-n2cncn2)cc(OC)c1OC
  A: -0.4; B: -8.8; C: 15.7; D: -0.3; E: -0.4; F: -3.0; G: -0.2; H: 7.3; I: 0.7
> CCOC(=O)CNC(=O)C(CC(N)=O)NC(=O)OC(C)(C)C (configuration not stated)
  A: -0.8; B: -0.8; C: -2.7; D: ·; E: ·; F: -1.7; G: 0.6; H: 0.3; I: 0.0
> c1ccc(CNc2ccc(N3CCOCC3)cc2)cc1
  A: 2.0; B: -4.0; C: 18.8; D: -18.2; E: -0.1; F: -1.5; G: -4.7; H: -12.8; I: 1.1
> CCN(CC)CCCOC(=O)C(OC(C)C)(c1ccccc1)c1ccccc1
  A: -2.2; B: 0.4; C: 0.0; D: 43.4*; E: 36.4*; F: 2.1; G: 5.3; H: -11.1; I: ·
> CCOC(=O)Cn1cc([N+](=O)[O-])c(OC)n1
  A: -0.4; B: -2.5; C: 10.8; D: -5.4; E: -0.5; F: -3.5; G: 0.3; H: -4.3; I: 0.9
> CCC(Sc1ccc2nnc(CCNS(=O)(=O)c3ccc(OC)cc3)n2n1)C(=O)OC (configuration not stated)
  A: 1.2; B: -5.1; C: -9.1; D: -3.4; E: -1.1; F: -5.3; G: -0.8; H: -4.1; I: ·
> COc1cc(C2C(C#N)=C(N)N(N(C)C)C3=C2C(=O)CCC3)ccc1O (configuration not stated)
  A: 5.0; B: 7.2; C: -2.9; D: 6.4; E: 0.6; F: -0.2; G: -0.1; H: 1.8; I: 1.5
> CC(C)Cc1nnc(NC(=O)CCC(=O)Nc2ccccc2)s1
  A: -0.5; B: -10.2; C: 2.3; D: 1.9; E: 0.4; F: -3.2; G: -1.1; H: 1.9; I: 0.7
> O=S(=O)(Nc1ccc(N2CCCCC2)cc1)c1ccccc1
  A: 3.3; B: -0.7; C: -10.1; D: -35.6; E: -4.6; F: -0.8; G: 4.5; H: 5.9; I: -0.2
> COCCCn1c(-c2cccc(Cl)c2)nc2c1c(=O)[nH]c(=O)n2Cc1ccccc1
  A: -1.9; B: 10.6; C: -10.4; D: 26.7; E: 0.2; F: -4.3; G: 4.5; H: 10.3; I: -0.6
> N#Cc1cc2ccccc2nc1SCC(=O)NC1CC1
  A: 1.1; B: -3.0; C: -6.9; D: 0.2; E: 2.6; F: ·; G: -4.6; H: -0.9; I: -0.5
> CCCc1nc2n[nH]c(N)c2c2c1CCC2
  A: 0.2; B: 1.0; C: 15.6; D: -2.8; E: 0.3; F: -1.4; G: -3.3; H: 1.7; I: -0.2
> O=C(O)c1cc(-c2c[nH]c3ccccc23)nc2cc3ccccc3cc12
  A: 0.7; B: 16.9; C: -2.3; D: ·; E: ·; F: 3.6; G: 55.2*; H: 4.6; I: 3.8
> Cc1cc(C)cc(OCCN2CCOCC2)c1
  A: -3.2; B: -8.4; C: -12.7; D: ?; E: 4.3; F: -3.6; G: 0.2; H: 11.1; I: 8.1
> Cc1cc(C)c2[nH]c(=O)c(C(c3nnnn3C(C)(C)C)N3CCN(C(=O)c4ccco4)CC3)cc2c1 (configuration not stated)
  A: 0.7; B: 5.0; C: -8.2; D: -15.8; E: -1.8; F: 1.0; G: 7.4; H: -3.5; I: 0.8
> CCOc1cc(S(=O)(=O)NCc2ccccc2)ccc1F
  A: 2.2; B: -5.7; C: 7.5; D: -2.2; E: -0.2; F: -4.2; G: 7.7; H: 5.1; I: 1.6

Letters – A = Mtb UGM inh; B = GDH-TPI counter; C = CCHFV vOTU inh; D = BoNT F protease; E = BoNT A protease; F = FadD28 binding; G = FBA Mtb inh; H = PrPC TRFRET; I = BioA inh
> COc1ccc(CN2CCC(n3nccc3NC(=O)C3CC3)CC2)cc1O
  A: 3.0; B: -7.6; C: -0.2; D: -5.1; E: -0.7; F: -1.8; G: -1.7; H: -1.9; I: -1.6
> CCOCC(=O)Nc1nc2ccc(C)cc2s1
  A: -1.6; B: -1.5; C: 15.5; D: 1.3; E: -0.6; F: 0.4; G: 0.0; H: -9.0; I: 0.5
> O=C(NNC(=O)c1ccc(Cl)cc1Cl)c1ccncc1
  A: -0.9; B: 10.7; C: 3.4; D: -2.5; E: -1.2; F: -1.6; G: 2.0; H: 0.7; I: ·
> CS(=O)(=O)N(Cc1ccc(C(=O)NN=C2CCCCCC2)cc1)c1ccccc1
  A: -1.6; B: 0.0; C: 4.8; D: -4.7; E: -0.8; F: -1.6; G: 0.0; H: 5.9; I: -1.4
> CCCOc1ccc(S(=O)(=O)N2CCOCC2)cc1[N+](=O)[O-]
  A: 0.9; B: -1.9; C: 16.1; D: -1.7; E: 0.0; F: -0.1; G: 34.1*; H: -0.8; I: ·
> Cc1cc(C)c(OCC(=O)OCCNC(=O)c2cccnc2)c(C)c1
  A: ·; B: -0.7; C: 0.6; D: -13.8; E: -0.6; F: -4.1; G: -1.2; H: -6.1; I: 0.5
> CCOC(=O)C1Sc2ccccc2NC1=O (configuration not stated)
  A: 0.3; B: -7.5; C: -22.6; D: 0.0; E: -0.2; F: -2.8; G: -1.1; H: 0.1; I: 0.5
> COCc1cc(C)nc(N2CCCCC2)c1C#N
  A: 3.9; B: -2.6; C: -9.3; D: -8.6; E: 0.5; F: -2.4; G: 10.6; H: 6.0; I: -0.3
> COc1ccccc1-c1sc2ccccc2c1-c1cnc(N2CCOCC2)nc1
  A: ·; B: ·; C: -1.8; D: -5.6; E: 0.2; F: ·; G: ·; H: -5.9; I: ·
> NC1=NC(=O)C2(COC(c3ccncc3)OC2)S1 (configuration not stated)
  A: -2.6; B: 1.6; C: 10.1; D: -0.8; E: -1.3; F: -4.3; G: 1.9; H: 7.2; I: ·
> O=C(Nc1nccs1)c1cn2ccccc2n1
  A: -1.5; B: 0.0; C: 1.1; D: 0.4; E: -0.3; F: -2.8; G: 4.2; H: -3.2; I: ·
> Nn1c(=S)[nH]c2sc3c(c2c1=O)CCCC3
  A: 2.7; B: 18.3; C: 9.9; D: 6.5; E: -0.1; F: -3.1; G: -7.2; H: 7.1; I: ·
> Cc1cc(N/C(=N/S(=O)(=O)c2ccc(F)cc2)c2ccccc2)n(-c2ccccc2)n1
  A: -1.0; B: 7.1; C: -3.5; D: -1.6; E: -0.4; F: -1.0; G: -3.2; H: -1.3; I: ·
> CCN1CCN(C(=O)c2ccc(CS(=O)(=O)Cc3ccccc3C)o2)CC1
  A: 0.2; B: 6.0; C: -12.2; D: -6.5; E: -2.3; F: -1.5; G: -1.4; H: -4.2; I: 7.8
> CCCCCCN1C[C@H](O)[C@@H](n2cc(-c3ccc(F)cc3)nn2)C[C@@H]1c1ccc(Cl)cc1
  A: ·; B: 4.7; C: -0.6; D: -4.6; E: -0.4; F: -0.7; G: -1.1; H: 23.5; I: -1.3
> CCOC(=O)c1nnn(-c2nc(N3CCCC3)nc(N3CCCC3)n2)c1-c1ccccc1
  A: -0.5; B: -4.4; C: -1.4; D: 0.1; E: 0.1; F: 0.3; G: 0.9; H: -3.8; I: 1.2
> CC(=O)c1c(C)nc(-c2ccccc2)nc1NC(=O)C(C)C
  A: -0.9; B: 1.9; C: -4.5; D: -6.3; E: -0.1; F: -1.5; G: 1.0; H: -6.9; I: -5.9
> CCCC(CCC)C(=O)Nc1ccc2c(c1)N(C(=O)CN1CCN(C)CC1)c1ccccc1CC2
  A: -3.0; B: -5.2; C: -5.1; D: -4.2; E: -0.5; F: -4.1; G: -1.2; H: -3.6; I: ·
> C=CCn1c(-c2ccncc2)n[nH]c1=S
  A: -2.6; B: 8.2; C: -2.3; D: 0.6; E: -0.3; F: -0.1; G: 1.5; H: -4.0; I: ·
> Cc1nnsc1SC(C)C(=O)O (configuration not stated)
  A: -2.0; B: -7.3; C: -5.0; D: 9.5; E: 0.5; F: 0.8; G: 1.7; H: -2.2; I: -0.9
> COc1cc(C)c(C(C)C)cc1S(=O)(=O)NC1CC(C)(C)NC(C)(C)C1
  A: -0.6; B: -1.6; C: -12.0; D: -18.5; E: 1.9; F: -1.7; G: -4.3; H: -1.4; I: 0.2
> CC(C)(C)S(=O)N1Cc2cc(C(=O)NCc3ccc4c(c3)OCO4)nc(-c3cccc(-c4ccccc4)c3)c2[C@@H]1CCO (some centres not stated)
  A: ·; B: ·; C: 7.9; D: -11.9; E: 0.4; F: -1.5; G: 2.1; H: 9.3; I: -3.1

Only BioA inh and BoNT A protease, for some of the entries so far:
| Molecule | BioA inh | BoNT A protease |
| --- | --- | --- |
| COc1cc(C)c(C(C)C)cc1S(=O)(=O)NC1CC(C)(C)NC(C)(C)C1 | 0.2 | 1.9 |
| CC(C)(C)S(=O)N1Cc2cc(C(=O)NCc3ccc4c(c3)OCO4)nc(-c3cccc(-c4ccccc4)c3)c2[C@@H]1CCO (some centres not stated) | -3.1 | 0.4 |

Full records, quoted from the list.
Listed for CCOC(=O)c1nnn(-c2nc(N3CCCC3)nc(N3CCCC3)n2)c1-c1ccccc1 : Mtb UGM inh = -0.5; GDH-TPI counter = -4.4; CCHFV vOTU inh = -1.4; BoNT F protease = 0.1; BoNT A protease = 0.1; FadD28 binding = 0.3; FBA Mtb inh = 0.9; PrPC TRFRET = -3.8; BioA inh = 1.2
Listed for CC(C)(C)S(=O)N1Cc2cc(C(=O)NCc3ccc4c(c3)OCO4)nc(-c3cccc(-c4ccccc4)c3)c2[C@@H]1CCO (some centres not stated) : Mtb UGM inh = ·; GDH-TPI counter = ·; CCHFV vOTU inh = 7.9; BoNT F protease = -11.9; BoNT A protease = 0.4; FadD28 binding = -1.5; FBA Mtb inh = 2.1; PrPC TRFRET = 9.3; BioA inh = -3.1
